Mcl1 Bid PPI – Mcl-1/Bid interaction inhibition; inhibition, % at 21.7 µM; TR-FRET Mcl-1/Bid-Dy647 peptide binding, 1536-well; actives 0.97% (n = 220,000); Q07820;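 active = compounds that cut the binding signal by more than half at the single screening dose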;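 note: His-tagged Mcl-1 with europium anti-His antibody binding Bid BH3 peptide; 0% = Mcl-1 plus peptide wells and 100% = peptide-only wells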
Target sequence (Q07820 whole entry, looked up): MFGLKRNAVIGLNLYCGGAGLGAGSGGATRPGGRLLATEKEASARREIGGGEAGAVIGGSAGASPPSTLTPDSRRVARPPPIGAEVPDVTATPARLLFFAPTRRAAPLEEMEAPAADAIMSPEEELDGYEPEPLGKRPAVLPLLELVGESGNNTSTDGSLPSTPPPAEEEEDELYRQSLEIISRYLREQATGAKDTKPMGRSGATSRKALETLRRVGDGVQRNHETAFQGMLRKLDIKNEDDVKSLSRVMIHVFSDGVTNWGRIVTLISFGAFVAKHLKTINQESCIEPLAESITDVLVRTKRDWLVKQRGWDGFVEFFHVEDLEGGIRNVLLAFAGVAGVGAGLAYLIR
RGS4-Gao reg – human RGS4-Galphao interaction regulation | P09471 | Multiplexed bead flow cytometry, RGS4-Galphao binding; actives lie on both sides | binding response (% of control), % at 10 µM | actives 0.33% (n = 220,000) | AID 1415; in the data active = binding response below about 49% or above about 150%; inactive = in between;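 note: fluorescent Galphao activated with aluminum fluoride binding bead-coupled RGS4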
Bim-Mcl-1 – disrupts Bim peptide binding to human Mcl-1; Bead-based flow cytometry, Bim peptide-Mcl-1 binding; inhibition, % at 10 µM; actives 0.1% (n = 190,000); AID 1009; in the data active = inhibition above about 40%;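 note: 0% = no compound tracer wells and 100% = peptide blocker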
ABCG2 block – inhibitors of human ABCG2 transporter, ABCB1 counter-screen; actives 0.1% (n = 190,000); IgMXP3 cells, JC-1 efflux, flow cytometry; inhibition, % at 6.6 µM;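 active = inhibition above 80%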;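 note: 0% = DMSO and 100% = nicardipine control wells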
Target sequence (Q9UNQ0 whole entry, looked up): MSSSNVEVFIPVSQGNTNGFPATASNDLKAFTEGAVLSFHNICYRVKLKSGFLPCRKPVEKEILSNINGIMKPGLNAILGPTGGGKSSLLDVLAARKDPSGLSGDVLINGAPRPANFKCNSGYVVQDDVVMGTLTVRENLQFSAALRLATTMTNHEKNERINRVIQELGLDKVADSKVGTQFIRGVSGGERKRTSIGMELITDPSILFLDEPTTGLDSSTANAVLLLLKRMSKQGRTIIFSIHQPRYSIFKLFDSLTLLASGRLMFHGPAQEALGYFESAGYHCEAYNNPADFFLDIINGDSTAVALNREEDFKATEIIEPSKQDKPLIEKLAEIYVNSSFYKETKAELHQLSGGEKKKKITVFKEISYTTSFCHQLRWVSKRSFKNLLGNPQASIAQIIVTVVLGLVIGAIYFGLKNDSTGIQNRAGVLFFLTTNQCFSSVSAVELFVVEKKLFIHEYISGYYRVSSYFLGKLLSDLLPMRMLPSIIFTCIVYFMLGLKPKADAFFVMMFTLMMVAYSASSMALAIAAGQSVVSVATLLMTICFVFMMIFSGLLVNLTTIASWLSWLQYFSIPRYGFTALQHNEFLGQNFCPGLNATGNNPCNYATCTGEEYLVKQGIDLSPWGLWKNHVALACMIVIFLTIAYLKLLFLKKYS
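Measure – % inhibition of efflux relative to nicardipine and DMSO · Test system – ABCG2 IgMXP3 and barcoded ABCB1 CCRF-Adr cell mix · Control set – nicardipine as high control, DMSO as low control · Compound – one concentration, 6.6 µM final · Signal – flow cytometry of retained JC-1 fluorescence · Timing – 10 min exposure at 25 °C with rotation, no wash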
RGS8-Gao – human RGS8-Galphao interaction regulation; response (percent of control binding), % at 10 µM; actives 0.34% (n = 220,000); AID 1423; P09471; multiplexed bead flow cytometry, RGS8-Galphao binding; actives lie on both sides; in the data active = response below about 60% or above about 140%; inactive = in between;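 note: Galphao activated as the GDP aluminium fluoride complex binding bead-coupled RGS8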
RGS7-Gao – modulates binding of RGS7 to human Galphao. P09471. Multiplexed bead flow cytometry; actives lie on both sides. binding response (% of control), % at 10 µM. actives 0.35% (n = 220,000). AID 1439; in the data active = binding response below about 49% or above about 150%; inconclusive = no clear call, values can overlap the other calls; inactive = in between;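 note: fluorescent Galphao held in activated GDP-AlF4 state binding bead-coupled RGS7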
ABCB1 inh – inhibitors of human ABCB1 transporter, ABCG2 counter-screen. actives 0.067% (n = 190,000). AID 1326. CCRF-Adr cells, JC-1 efflux, flow cytometry. inhibition, % at 6.6 µM; in the data active = inhibition above about 40%;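 note: 0% = vehicle and 100% = reference inhibitor; higher value means more JC-1 retained so stronger ABCB1 efflux block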
Avidin fluor – compound fluoresces at 488/530 nm on avidin beads. fluorescence (KMESF) at 10 µM. actives 0.38% (n = 220,000). compound fluorescence 488/530 nm, flow cytometry; hits give high values; in the data active = fluorescence above about 47; note: inactives centre near 10
Mcl1 Noxa PPI – Mcl-1/Noxa interaction inhibition | inhibition, % at 21.7 µM | TR-FRET Mcl-1/Noxa peptide binding, 2 h | actives 1.5% (n = 220,000) | AID 1022 | Q07820;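 active = compounds that cut the protein-peptide binding signal by more than 50% relative to plate controls in a single-dose test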;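 note: His-tagged Mcl-1 with rhodamine Noxa BH3 peptide and terbium anti-His antibody; 0% = Mcl-1 plus Noxa peptide wells and 100% = peptide-only wells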
Pf gametocyte – inhibitors of late stage P. falciparum gametocyte viability; inhibition, % at 10.9 µM; actives 0.065% (n = 150,000); P. falciparum stage V gametocytes, ATP luminescence, 24 h;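 active = inhibition above the mean plus 3 SD of compounds within the control limits, set per campaign, cut at about 38% in these data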;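 note: 0% = DMSO wells and 100% = medium only without gametocytes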
GSH fluor – GSH bead compound fluorescence profile | actives 0.25% (n = 190,000) | fluorescence (KMESF) at 10 µM | AID 1776 | GSH beads flow cytometry, compound fluorescence 488/530 nm; hits give high values; in the data active = fluorescence above about 89;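 note: glutathione beads carrying GST-tagged Bcl family fusion proteins plus one bare bead set; values are compound well signal with DMSO vehicle wells as background; inactives centre near 16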
* hit, by the source's call; ? = inconclusive; / = no result given. Random draw from the library; about 3.3% have a hit in one of these screens.

structure	Mcl1 Bid PPI	RGS4-Gao reg	Bim-Mcl-1	ABCG2 block	RGS8-Gao	RGS7-Gao	ABCB1 inh	Avidin fluor	Mcl1 Noxa PPI	Pf gametocyte	GSH fluor
CS(=O)(=O)NC1CCN(Cc2ccccc2)CC1	-3	101	-1	4	101	98	0.6	12	-4	/	16
N#C/C(=C\c1cccc([N+](=O)[O-])c1)C(=O)Nc1cccnc1	-6	100	0	30	102	94	1.4	7	11	-3	21
CC1=C(C(=O)OC(C)C)C(c2cncc(-c3ccc(F)cc3)c2)C(C#N)=C(N)O1 (centres undefined)	-9	101	-9	2	98	97	2.9	16	19	3	20
O=c1[nH]c(N/N=C\c2ccc(F)cc2)nc2ccccc12	-36	101	1	5	102	99	1.1	12	17	-4	21
O=C1C(NS(=O)(=O)c2cccs2)=C(N2CCN(Cc3ccccc3)CC2)C(=O)c2ccccc21	-107	106	/	/	101	?	/	4	23	-18	/
CC(=NCC1CCCO1)c1c(O)[nH]c(=O)[nH]c1=O (centres undefined)	-36	102	-1	0	102	99	-0.7	13	9	/	19
CCOc1cc(/C=N/NC(=O)c2ccc(CN3CCOCC3)cc2)ccc1OC	-29	102	3	2	101	102	0.3	11	12	27	17
Cc1[nH]c2ccccc2c1-c1csc(NC(=O)CSCCO)n1	-6	107	0	5	104	110	0.5	26	-101	-13	7
O=C(CSc1nnc(-c2cccnc2)n1Cc1ccccc1)NCc1ccccc1	-2	104	-2	3	103	103	0.8	38	4	/	12
Cc1cc(C)c2nc(-n3nc(C)cc3N)cc(C)c2c1	-44	103	0	5	101	?	0.5	9	5	3	14
Cc1ccc(Cl)c2c1NC(=O)C2(O)CC(=O)c1ccc(Br)cc1 (centres undefined)	-14	99	0	3	103	102	-0.2	16	-1	/	44
CCCCCCCC(=O)OC(CN1CCCCCC1)CN1CCCC1=O (centres undefined)	-14	110	/	/	102	?	/	6	0	18	/
CCc1cc[n+](C2=C([O-])c3ccccc3C(=O)/C2=N\S(=O)(=O)c2cccs2)cc1	-62	81	0	18	92	90	0.7	11	45	-1	25
COc1ccc(C2/C=C\CN(C(=O)CC(C)(C)C)CC(=O)N2Cc2ccc(F)cc2)cc1 (centres undefined)	-94	107	/	/	103	?	/	11	5	-18	/
CCCC(NC(=O)c1ccco1)c1nc2ccccc2[nH]1 (centres undefined)	2	103	-7	-8	104	100	-1.3	12	27	-17	22

Full records, looked up by structure. Values in the order: Mcl1 Bid PPI, RGS4-Gao reg, Bim-Mcl-1, ABCG2 block, RGS8-Gao, RGS7-Gao, ABCB1 inh, Avidin fluor, Mcl1 Noxa PPI, Pf gametocyte, GSH fluor
Profile of `CCc1cc[n+](C2=C([O-])c3ccccc3C(=O)/C2=N\S(=O)(=O)c2cccs2)cc1` : -62, 81, 0, 18, 92, 90, 0.7, 11, 45, -1, 25
Profile of `O=c1[nH]c(N/N=C\c2ccc(F)cc2)nc2ccccc12` : -36, 101, 1, 5, 102, 99, 1.1, 12, 17, -4, 21
Profile of `CCCCCCCC(=O)OC(CN1CCCCCC1)CN1CCCC1=O` (centres undefined) : -14, 110, /, /, 102, ?, /, 6, 0, 18, /
Profile of `O=C1C(NS(=O)(=O)c2cccs2)=C(N2CCN(Cc3ccccc3)CC2)C(=O)c2ccccc21` : -107, 106, /, /, 101, ?, /, 4, 23, -18, /

Single entries from the list.
Under RGS8-Gao, CCc1cc[n+](C2=C([O-])c3ccccc3C(=O)/C2=N\S(=O)(=O)c2cccs2)cc1 has the entry 92
Under Mcl1 Noxa PPI, COc1ccc(C2/C=C\CN(C(=O)CC(C)(C)C)CC(=O)N2Cc2ccc(F)cc2)cc1 (centres undefined) has the entry 5
Under Bim-Mcl-1, Cc1cc(C)c2nc(-n3nc(C)cc3N)cc(C)c2c1 has the entry 0
Under Bim-Mcl-1, CC1=C(C(=O)OC(C)C)C(c2cncc(-c3ccc(F)cc3)c2)C(C#N)=C(N)O1 (centres undefined) has the entry -9
Under ABCB1 inh, CS(=O)(=O)NC1CCN(Cc2ccccc2)CC1 has the entry 0.6
Under RGS8-Gao, O=C1C(NS(=O)(=O)c2cccs2)=C(N2CCN(Cc3ccccc3)CC2)C(=O)c2ccccc21 has the entry 101

Later entries.
structure	Mcl1 Bid PPI	RGS4-Gao reg	Bim-Mcl-1	ABCG2 block	RGS8-Gao	RGS7-Gao	ABCB1 inh	Avidin fluor	Mcl1 Noxa PPI	Pf gametocyte	GSH fluor
O=C(O)/C=C\C(=O)N1CCc2ccccc21	94*	99	-3	5	102	96	-1.0	23	18	14	15
CCCn1c(C)cc(C(=O)CN2C(=O)c3cccc(N)c3C2=O)c1C	-9	99	-2	3	100	97	0.7	9	-9	0	11
Nc1nc(Cl)c(C=O)c(N2CCCCC2)n1	-29	105	4	2	108	105	0.6	25	14	-28	20
Cc1cccc(C)c1NC(=S)NC(=O)CCc1ccccc1	-39	101	0	0	99	101	0.2	14	2	/	60
COc1ccc(-n2nc3c(c2NC(=O)c2ccc(S(=O)(=O)N4CCOCC4)cc2)CS(=O)C3)cc1 (centres undefined)	-22	101	0	-3	101	101	-1.1	8	3	-4	22
Cn1c(=O)cc2c3c(c(N4CCCCC4)ccc31)C(=O)c1ccccc1-2	-38	100	/	/	98	?	/	13	26	-8	/
COC(=O)c1nnn(-c2nc(N3CCOCC3)nc(N3CCOCC3)n2)c1C	-16	98	-1	1	100	99	0.4	9	4	/	20
CCOC(=O)c1c(-c2ccc(C)cc2)csc1NC(=O)c1cccc(N2C(=O)CCC2=O)c1	-3	102	-1	-1	101	102	-1.5	4	-24	-4	10
O=C(Cn1cc2c(n1)CCCC2)NCCCN1CCN(c2ccccc2F)CC1	-24	99	0	1	102	101	0.3	8	11	/	23
Cc1cccc2c(C(=O)N3CCN(C(=O)c4ccco4)CC3)cc(-c3cccc(Br)c3)nc12	2	100	-1	1	97	?	0.3	9	24	6	17
O=C(c1cn(-c2ccccc2)nc1-c1ccc(F)cc1)N1CCCCC1	-5	105	-5	15	101	107	1.5	14	13	-8	6
CCOc1ccc(CN(C(=O)c2oc3ccccc3c2C)C2CCS(=O)(=O)C2)cc1 (centres undefined)	5	103	0	3	100	102	1.4	37	13	/	16
O=c1cnnc(N/N=C/c2ccccn2)[nH]1	-57	86	/	/	95	?	/	7	-169	-23	/
CCOC(=O)c1ccc(CNC(=O)Cn2nnc(-c3ccc(C)cc3)n2)o1	-1	106	2	/	102	102	/	5	1	/	16
N/C(=C/C(=O)c1ccccc1O)C(F)(F)F	10	101	-2	2	101	100	0.6	13	-2	/	11
CCOc1ccc(-n2c(SCC)nc3c(c2=O)SCC3)cc1	-23	97	1	-2	99	100	-0.5	12	3	3	34
Cc1ccc(-c2nnn(CC(=O)N(c3cnc4ccccc4c3)C(C(=O)NC3CCCC3)c3ccncc3)n2)o1 (centres undefined)	21	103	-2	3	99	?	0.7	18	1	11	13
O=c1c2ccccc2ncn1CCOc1ccccc1[N+](=O)[O-]	-24	102	-3	6	98	?	0.5	19	2	/	13
Cc1cc2cc(C)c(SCC(=O)NCc3ccco3)nc2cc1C	-39	103	2	7	98	103	0.8	18	-45	-11	25
C=CCC(c1ccccc1)N(C(C)=O)c1ccco1 (centres undefined)	-17	100	1	5	100	98	1.5	9	12	24	23
COc1ccc(OCc2n[nH]c(=S)n2Cc2ccco2)cc1	-91	98	-1	-2	96	?	-0.4	9	20	28	12
COc1ccc(Br)cc1C(=O)Nc1cccc(C)c1	-12	99	-6	29	97	106	0.4	22	7	-26	23
COc1ccc(/C=N/n2cnnc2SCCO)cc1OC	-5	106	-1	1	103	102	-0.5	8	6	/	50
CC(=O)N1CCN(Cc2nc3cc(NC(=O)C4CCCCC4)ccc3n2C)CC1	-104	98	-1	1	97	102	0.2	/	4	3	42
C/C(=C\c1ccccc1)CN1CCC(C(=O)N2CCC(C)CC2)CC1	44	102	-3	0	98	98	0.6	7	24	/	36
CCn1c(-c2nn(-c3ccc(C)cc3)ccc2=O)n[nH]c1=S	-33	99	0	25	99	?	2.0	9	38	11	14
COC(=O)c1ccc(OCC(O)Cn2nnc3ccccc32)cc1 (centres undefined)	2	105	-2	3	104	102	0.4	9	9	13	18
COc1ccc(C/C(C)=N/NC(=O)C2COc3ccccc3O2)cc1 (centres undefined)	-3	104	1	1	101	103	0.2	25	-2	-20	19
COc1ccc(/C=C2\SC(=O)N(CCn3cnnn3)C2=O)cc1	-15	104	1	1	101	?	-0.2	14	-9	5	12
CCC(O)C1CCN(Cc2cn(-c3ccc(OC)cc3)nc2-c2cccc(F)c2)CC1 (centres undefined)	-31	97	0	16	100	97	3.2	2	-22	-23	15
Cc1ccc(S(=O)(=O)N2CCN(S(=O)(=O)c3ccc(C)cc3)C2)cc1	-8	97	-3	0	96	96	0.5	9	13	/	10
CNC(=O)c1ccccc1S(=O)c1ccccc1COC(C)=O (centres undefined)	-23	92	/	/	96	?	/	7	2	-22	/
COc1ccc(C)cc1S(=O)(=O)Nc1cccc(Cl)c1	-26	107	-9	0	103	105	-1.1	13	-10	-1	49
O=C(c1cccc(S(=O)(=O)Nc2cccc(C(F)(F)F)c2)c1)N1CCCCC1	17	100	-4	6	100	103	0.6	11	23	14	21
CCCCC(NS(=O)(=O)c1ccc(C)cc1)C(=O)Oc1ccc2c3c(c(=O)oc2c1)CCC3 (centres undefined)	-1	98	0	19	100	101	3.6	10	5	-3	11
CN(CC(=O)N1CCN(c2cccc(Cl)c2)CC1)S(=O)(=O)c1cnc[nH]1	-1	95	-4	8	92	96	-1.1	9	8	-4	23
O=C(Nc1ccc2cn[nH]c2c1)c1ccccc1F	-3	103	-1	19	105	105	-0.2	12	6	/	20
CCCSc1cc(Cl)nc(N)n1	11	100	/	/	100	?	/	9	-1	10	/
Cc1cc(-c2nn(-c3ccccc3F)cc2CN2CCN(c3ccccn3)CC2)c(C)s1	-25	95	-4	4	100	97	2.3	1	-4	11	17
COc1ccc(C(=O)NCc2ccc(C(=O)NCC(OC)OC)cc2)cc1OC	0	94	-3	0	94	95	0.7	13	1	-13	14
O=C(COC(=O)C1=COCCO1)NCCCc1ccccc1	-35	101	0	3	98	98	0.8	8	-16	/	49
CCOc1ccc(S(=O)(=O)Nc2ccccc2C(=O)NCc2ccco2)cc1	9	102	-2	-1	100	99	0.0	38	9	/	13
Cc1cc(Nc2n[nH]c(N)c2C#N)ccc1F	-26	96	-5	7	100	100	1.0	4	3	6	10
O=C1CCCc2c1cc(C(=O)O)c(=O)n2-c1ccccc1	-6	103	0	1	100	100	-0.2	10	13	/	15

Bioassay records (PubChem BioAssay)
